Screening data as filed in PubChem BioAssay.
TRPC4 block = TRPC4 (mouse) channel inhibition | HEK293 TRPC4beta/mu-opioid, DAMGO-evoked Fluo4 calcium flux; hits give low values | Q9QUQ5 | actives 0.39% (n = 300,000) | B-score at 10 µM;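 active means B-score over 3 SD under the library average, no early fluorescence shift, positive overall ratio signal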
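System: stable TRPC4beta/mu-opioid receptor HEK293 cells; Dosing: single-point compound dosing; Measured by: Fluo4 Ca2+ flux fluorescence; Read-out basis: per-well B score of integrated baseline-normalized Fluo4 ratio.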
TRPC6 activator = mouse TRPC6 channel activation; HEK293-TRPC6 membrane potential dye fluorescence; hits give high values; B-score at 10 µM; actives 0.13% (n = 310,000); AID 2550;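 active means B-score of the integrated fluorescence ratio above library mean plus 3 SD, and starting fluorescence ratio within library mean plus 5 SD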;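 further: higher score means more depolarization so channel activation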
Target sequence (Q61143 whole entry, looked up): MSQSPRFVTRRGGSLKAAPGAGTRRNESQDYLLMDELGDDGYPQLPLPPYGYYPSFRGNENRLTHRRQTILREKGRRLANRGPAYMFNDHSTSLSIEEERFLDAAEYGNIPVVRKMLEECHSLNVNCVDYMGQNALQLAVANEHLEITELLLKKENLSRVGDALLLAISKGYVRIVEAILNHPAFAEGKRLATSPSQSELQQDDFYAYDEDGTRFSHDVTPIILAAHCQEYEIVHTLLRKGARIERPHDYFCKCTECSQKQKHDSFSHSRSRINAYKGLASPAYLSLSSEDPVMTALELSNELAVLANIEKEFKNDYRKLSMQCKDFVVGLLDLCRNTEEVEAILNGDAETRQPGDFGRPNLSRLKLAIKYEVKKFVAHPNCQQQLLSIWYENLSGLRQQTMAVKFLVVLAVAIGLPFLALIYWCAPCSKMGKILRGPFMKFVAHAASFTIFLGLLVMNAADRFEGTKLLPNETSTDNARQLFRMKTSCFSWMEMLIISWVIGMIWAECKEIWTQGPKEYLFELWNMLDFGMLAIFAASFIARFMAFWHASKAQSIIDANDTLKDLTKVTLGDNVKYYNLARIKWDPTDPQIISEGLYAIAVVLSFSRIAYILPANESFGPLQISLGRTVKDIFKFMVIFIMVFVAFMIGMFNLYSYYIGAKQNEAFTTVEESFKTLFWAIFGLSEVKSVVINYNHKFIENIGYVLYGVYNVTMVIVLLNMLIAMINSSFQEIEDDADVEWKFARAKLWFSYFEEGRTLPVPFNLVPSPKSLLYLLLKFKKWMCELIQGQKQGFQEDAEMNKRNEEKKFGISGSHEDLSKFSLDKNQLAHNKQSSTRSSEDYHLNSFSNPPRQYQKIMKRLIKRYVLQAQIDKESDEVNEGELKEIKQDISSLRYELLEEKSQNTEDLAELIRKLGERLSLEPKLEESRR
HIF act = HIF pathway transcriptional activation; U2OS HRE-luciferase reporter, luminescence; normalized: DMSO 0%, desferrioxamine 100%; AID 1910; activation, % at 7.5 µM (by protocol); actives 0.32% (n = 300,000);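 active means mean activation of at least 10% of the iron chelator positive control signal, with at least half of replicates also reaching 10%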
TRPC6 inhibitor = inhibitors of mouse TRPC6 channel. B-score at 10 µM. actives 1.1% (n = 310,000). HEK293-TRPC6, membrane potential dye, ACh-evoked depolarization; hits give low values. Q61143. AID 2553;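 active means B-score under library mean minus 3 SD, initial fluorescence not abnormally high, positive integrated signal ratio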;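 further: B-score derived from integrated fluorescence ratio over the kinetic read; more negative B-score means stronger inhibition of depolarization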
MrgX1 antag = human MrgX1 receptor antagonism, primary screen; Q96LB2; MRGX1-HEK293 calcium flux, Fluo-4, BAM8-22 antagonism; hits give low values; B-score at 10 µM; actives 1.3% (n = 310,000);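 active means calcium-response B-score plate-corrected more than 3 library SD below zero, starting fluorescence within 5 deviations, no agonist response on first addition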;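 further: peak minus trough fluorescence over baseline after final BAM8-22 challenge near maximal dose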
RGS4 act = potentiators or activators of RGS4; B-score at 10 µM; AID 463111; HEK293 M3R/inducible RGS4, carbachol calcium flux Fluo4; hits give low values; actives 0.92% (n = 310,000);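 active means B-score of the integrated calcium signal more than 4 SD below the library mean, with starting fluorescence not abnormally high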;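 further: negative B-score means reduced calcium response which marks RGS4 activation or potentiation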
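Assay system: Inducible-RGS4 HEK293 cells carrying M3 receptor | Schedule: Compound preincubation 20 min at room temperature before agonist | Signal: Kinetic calcium fluorescence imaging with Fluo4-AM dye, 2 µM | Read-out basis: B score from integrated fluorescence ratio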
RGS4 block = human RGS4 inhibition | P49798 | HEK293 M3R/RGS4 inducible, Fluo-4 calcium flux; hits give high values; triggered by carbachol at its EC20 | B-score at 10 µM | actives 0.45% (n = 310,000);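 active means B-score, a plate-corrected calcium signal, over three deviations above library mean, with baseline fluorescence within five deviations of library mean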;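 further: RGS4 expression induced by doxycycline in cells with stable M3 receptor; B-score is computed from the integrated fluorescence ratio over baseline after carbachol; higher B-score means a larger calcium signal and so more RGS4 inhibition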
Target sequence (P49798 whole entry, looked up): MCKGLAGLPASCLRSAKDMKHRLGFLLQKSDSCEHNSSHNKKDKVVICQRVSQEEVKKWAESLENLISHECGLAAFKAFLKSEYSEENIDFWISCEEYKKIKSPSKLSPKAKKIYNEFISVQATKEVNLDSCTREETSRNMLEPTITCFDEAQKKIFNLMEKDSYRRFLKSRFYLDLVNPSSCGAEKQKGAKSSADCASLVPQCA
MrgX1 allo act = allosterically activates human MrgX1 receptor signaling. actives 0.63% (n = 310,000). B-score at 10 µM. Q96LB2. MrgX1-HEK293, Fluo-4 calcium flux, FDSS; hits give high values. AID 588675;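 active means plate-corrected calcium response at least 3 library SD above typical, normal starting fluorescence, not activating the receptor alone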;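 further: compound read alongside a low EC10 to EC30 dose of BAM8-22 agonist; peak minus trough fluorescence over baseline measured at the second addition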
Platelet DG rel = platelet dense granule release activity | actives 0.22% (n = 300,000) | human platelet-rich plasma, SFLLRN dense granule ATP release, luminescence | inhibition, %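 (compounds screened at 7.5 µM in platelet-rich plasma)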 | AID 1663;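 active means mean replicate score, as percent of positive control, at or above 50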
SKKanGAS inh = SKKanGAS growth inhibition | S. pyogenes SKKanGAS, kanamycin growth, BacTiter-Glo, 6 h | inhibition, % at 7.5 µM | actives 1.3% (n = 300,000) | AID 1662;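 active means mean replicate score, as percent of positive control median, at least 50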;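 further: strain carries kanamycin resistance gene driven by streptokinase promoter and grows in 40 µg/ml kanamycin; loss of luminescence reflects streptokinase promoter inhibition or plain growth inhibition; 0% = median of DMSO wells and 100% = positive control at its reference dose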
MrgX1 ag = human MrgX1 receptor agonism, primary screen | MrgX1-HEK293 cells, Fluo-4 calcium fluorescence, agonist mode; hits give high values | B-score at 10 µM | actives 0.44% (n = 310,000) | AID 588627;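 active means calcium response B-score plate-corrected fluorescence ratio at least 3 library SD, with starting fluorescence B-score inside 5 SD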
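Test system: HEK293 cells stably expressing human MrgX1 receptor; Input: fifteen thousand cells per well; Dosing: compound delivered in addition one of three; Schedule: overnight seeding, then 1 h dark dye loading; Technique: Fluo-4 NW calcium fluorescence; Measure: B-scored fluorescence response ratio; Controls: positive and negative controls per plate.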
An asterisk follows results filed as active; i = inactive; nt = no result given.

SMILES	TRPC4 block	TRPC6 activator	HIF act	TRPC6 inhibitor	MrgX1 antag	RGS4 act	RGS4 block	MrgX1 allo act	Platelet DG rel	SKKanGAS inh	MrgX1 ag
Cc1ccc(S(=O)(=O)N(C)c2ccc(OCC(=O)Nc3nc(-c4ccccc4)cs3)cc2)cc1	i	i	0.7	i	i	i	i	i	-0.2	5.8	i
Cc1ccc(/C(N)=N/OC(=O)CCC2CCCC2)cc1	i	i	1.1	i	i	i	i	i	-1.6	2.3	i
COc1ccc(C(C(=O)NCC2CCCO2)N(C(=O)c2snc(C(N)=O)c2N)c2ccccc2)cc1OC (configuration not stated)	i	i	-0.4	i	nt	i	i	nt	2.4	0.8	nt
COc1cccc(C2=NOC(C(=O)Nc3cccnc3)C2)c1 (configuration not stated)	i	i	0.2	i	i	i	i	i	-4.1	3.1	i
O=C(N/N=C/CCc1ccccc1)c1ccc(CN2c3cccc4cccc(c34)S2(=O)=O)cc1	i	i	-0.3	i	i	i	i	i	1.8	4.4	i
CCOc1cc(C2C(C(C)=O)=C(C)Nc3ncnn32)ccc1O (configuration not stated)	i	i	-0.6	i	i	i	i	i	10.0	-2.0	i
O=C(CN1CCOCC1)Nc1nc(-c2ccc3c(c2)CCN3S(=O)(=O)c2ccccc2)cs1	i	i	1.9	i	i	i	i	i	6.6	6.0	i
CCOc1ccc(CCNC(=O)COC(=O)c2nccnc2N)cc1OCC	i	i	-0.1	i	i	i	i	i	-1.8	-16.8	i
CCOC(=O)CC(/C(C)=N\O)c1ccccc1 (configuration not stated)	i	i	-0.1	i	i	i	i	i	0.3	1.6	i
Cc1cc2nc(CCl)cc(=O)n2[nH]1	i	i	-0.2	i	i	i	i	i	-1.5	1.6	i
CCOc1ccccc1C(=O)NCCNC(=O)c1ccccc1OCC	i	i	-0.4	i	i	i	i	i	-9.5	11.8	i
COc1ccc(C(=O)NCC(=O)N2CCC3(CC2)NCCc2[nH]cnc23)cc1	i	i	-0.2	i	i	i	i	i	-0.4	-1.2	i
O=C(OCCN1CCN(c2ncc(C(F)(F)F)cc2Cl)CC1)c1ccc(Cl)cc1	i	i	0.2	i	i	i	i	i	2.6	14.8	i
Cc1cc(C(=O)NCCCn2ccnc2)sc1-c1ccccc1	i	i	-0.3	i	i	i	i	i	-10.4	-2.4	i
N#Cc1ccc(Cn2c(=O)c(C#N)c3n(c2=O)CCC3)cc1	i	i	-0.3	i	i	i	i	i	-8.1	-0.7	i
CCn1c(=O)c2ccccc2n2c(SCC(=O)NCc3cccs3)nnc12	i	i	-0.3	i	i	i	i	i	-3.0	1.3	i
OCCC1CN(C2CCN(c3ccccc3)CC2)CCN1Cc1ccc(F)c(F)c1 (configuration not stated)	i	i	0.3	i	i	i	i	i	20.5	-7.3	i
COC(=O)c1c(NC(=O)COC(=O)C2CCC2)sc(C)c1C	i	i	-0.8	i	i	i	i	i	5.8	-2.6	i
CSc1nc(Cc2ccccc2)nc2ccccc12	i	i	-0.6	i	i	i	i	i	-1.5	-12.1	i
O=C(O)C1CCCN(S(=O)(=O)c2ccccc2)C1 (configuration not stated)	i	i	0.1	i	i	i	i	i	2.0	4.1	i

Random excerpt: two entries already listed
SMILES	TRPC4 block	TRPC6 activator	HIF act	TRPC6 inhibitor	MrgX1 antag	RGS4 act	RGS4 block	MrgX1 allo act	Platelet DG rel	SKKanGAS inh	MrgX1 ag
O=C(CN1CCOCC1)Nc1nc(-c2ccc3c(c2)CCN3S(=O)(=O)c2ccccc2)cs1	i	i	1.9	i	i	i	i	i	6.6	6.0	i
O=C(O)C1CCCN(S(=O)(=O)c2ccccc2)C1 (configuration not stated)	i	i	0.1	i	i	i	i	i	2.0	4.1	i

The listing continues:
SMILES	TRPC4 block	TRPC6 activator	HIF act	TRPC6 inhibitor	MrgX1 antag	RGS4 act	RGS4 block	MrgX1 allo act	Platelet DG rel	SKKanGAS inh	MrgX1 ag
COc1ccc(OC)c(NC(=O)C(=O)NNC(=O)C23CC4CC(CC(C4)C2)C3)c1	i	i	-0.1	i	i	i	i	i	-2.5	10.7	i
Cc1c(NC(=O)CSc2nnnn2-c2ccc(C(=O)O)cc2)c(=O)n(-c2ccccc2)n1C	i	i	-0.2	i	i	i	i	i	9.2	-5.1	i
COc1ccc(CNc2nc3nc(C)c(Cl)c(C)n3n2)cc1OC	i	i	-0.1	i	i	i	i	i	4.4	-4.3	i
O=C(c1ccc(NS(=O)(=O)c2ccc(F)cc2)cc1)N1CCOCC1	i	i	-0.1	i	i	i	i	i	28.8	-1.9	i
COc1ccc(NC(=O)CN(C)C(=O)CSCC(=O)Nc2ccc(C)cc2)cc1	i	i	-0.1	i	i	i	i	i	-15.7	5.5	i
COC(=O)Cc1ccc(NC(=S)NCCSc2ccc(C)cc2)cc1	i	i	-0.2	i	i	i	i	i	0.8	-8.0	i
COc1ccc2cc(C#N)c(N3CCN(C(=O)c4ccccc4C)CC3)nc2c1	i	i	0.1	i	i	i	i	i	2.1	4.6	i
COc1ccc(-n2c(=O)[nH]c3cc(C(=O)NCCc4ccc(OC)c(OC)c4)ccc3c2=O)c(OC)c1	i	i	1.2	i	i	i	i	i	1.6	7.8	i
O=C(CSc1nc2cc(Cl)ccc2o1)Nc1ccc(N2CCOCC2)cc1	i	i	1.7	i	i	i	i	i	-2.3	0.1	i
Cc1c(NC(=O)c2cc(-c3ccc4c(c3)OCO4)on2)c(=O)n(-c2ccccc2)n1C	i	i	-0.3	i	i	i	i	i	-1.6	-8.1	i
CC(C)(C)c1csc(NC(=O)Cc2ccc(S(=O)(=O)N3CCOCC3)s2)n1	i	i	-0.2	i	i	i	i	i	-6.1	26.5	i
Cc1ccc(S(=O)(=O)N(C)C)cc1NC(=O)C(C)OC(=O)C1CCCC1 (configuration not stated)	i	i	-0.3	i	i	i	i	i	35.2	-1.6	i
O=C(C=C1CCN(c2ncc(C(F)(F)F)cc2Cl)CC1)NNC(=O)Nc1ccccc1	i	i	0.2	i	i	i	i	i	4.5	-3.1	i
Cc1onc(-c2ccccc2Cl)c1C(=O)NC(=S)Nc1ccc(C(C)(C)C)cc1	i	i	-0.1	i	i	i	i	i	-1.5	1.5	i
COc1ccc(CNS(=O)(=O)c2ccc(-c3ccc(=O)[nH]n3)o2)cc1	i	i	nt	i	i	i	i	i	-2.8	2.0	i
O=C(CCCC1=NS(=O)(=O)c2ccccc2N1)N1CCN(c2ccc([N+](=O)[O-])cc2)CC1	i	i	-0.2	i	i	i	i	i	6.5	1.9	i
CC1(C)CC(=O)C(C(C2=C(O)CC(C)(C)CC2=O)c2ccco2)C(=O)C1 (configuration not stated)	i	i	-1.1	i	i	i	6.99*	i	-5.5	0.3	i
Cc1cccc(NC(=O)COC(=O)C2C3CC4OC(=O)C2C4C3)c1C (configuration not stated)	i	i	1.8	i	i	i	i	i	-4.1	-8.7	i
CCOC(=O)C1(CCCc2ccccc2)CCN(C(=O)c2cnc(C)cn2)CC1	i	i	-0.1	i	i	i	i	i	8.6	9.0	i
COc1ccc(NC(=S)N2CCN(C(=O)C3CCCO3)CC2)c(OC)c1 (configuration not stated)	i	i	-0.7	i	i	i	i	i	-7.2	-1.4	i
CC(OC(=O)CCOc1ccccc1)C(=O)NC1CC1 (configuration not stated)	i	i	-0.1	i	i	i	i	i	12.0	1.3	i
CC(C)(C)c1cc(NCc2ccccn2)n2ncc(-c3ccc(Cl)cc3)c2n1	i	i	0.0	i	i	i	i	i	-6.0	84.8*	i
O=C(c1ccc(Br)cc1)C1CCc2occc2C1=O (configuration not stated)	i	i	1.0	i	i	i	i	i	-1.0	-0.8	i
CCc1cc(=O)oc2c(C)c(OCC(=O)N3CCC[C@@H]3C(=O)O)ccc12	i	i	-0.2	i	i	i	i	i	-9.6	6.0	i
O=C(Cc1ccccc1)Nc1ccccc1C(=O)N1CCCCCC1	i	i	-0.2	i	i	i	i	i	0.2	4.6	i
Cc1nnc(SCc2cnc(-c3ccccc3)o2)[nH]c1=O	i	i	-30.0	i	i	i	i	i	-3.0	0.4	i
COC(=O)/C(=C\Nc1ccc(OC)cc1)NC(=O)c1ccc(Cl)cc1Cl	i	i	0.4	i	i	i	i	i	11.8	4.6	i
O=S(=O)(c1cc(Cl)ccc1Cl)N1CCc2ccccc21	i	i	2.2	i	i	i	i	i	-1.2	28.5	i
Cc1cc(C)c(C)c(S(=O)(=O)NC2CCN(Cc3ccccc3)CC2)c1C	i	i	-0.5	i	i	i	i	i	0.5	-6.4	i
Cc1cccc(Nc2nnc(SCC(=O)c3ccc(Br)s3)s2)c1C	i	i	-0.4	i	i	i	i	i	-11.3	13.6	i
CC(=O)N1c2ccccc2C(=O)C1N1CCCCC1 (configuration not stated)	i	i	0.1	i	i	i	i	i	-3.5	-1.1	i
Cc1ccc2c(C)c(C(=O)N3CCC(N4CCC(C(=O)NC5CC5)CC4)CC3)oc2c1	i	i	0.0	i	i	i	i	i	-1.3	-5.8	i
COCCNC(=O)c1ccccc1NC(=O)CN(c1ccc2c(c1)OCO2)S(C)(=O)=O	i	i	0.1	i	i	i	i	i	-0.3	4.9	i
O=C(O)/C=C/C(=O)NNC(=O)c1ccc(Br)cc1	i	i	-0.5	i	i	i	i	i	0.7	-1.5	i
COC(=O)C1C(=O)c2c([nH]c(C(=O)OCC3CCCO3)c2C)CC1C (configuration not stated)	i	i	2.7	i	i	i	i	i	3.4	-0.6	i
Cc1ccc(C2=CC(c3ccc(N(C)C)cc3)n3nnnc3N2)cc1 (configuration not stated)	i	i	0.2	i	i	i	i	i	0.0	9.0	i
CC(=O)c1cc2c(cc1NS(=O)(=O)c1ccccc1F)OCO2	i	i	-0.2	i	i	i	i	i	-12.7	4.2	i
COc1ccc(-n2c(Cc3cc(=O)[nH]c(=O)[nH]3)nnc2SCC(=O)NC2CCCC2)cc1	i	i	-0.4	i	i	i	i	i	8.3	0.4	i
CCn1c(NC(=O)c2cccs2)nc2ccccc21	i	i	1.7	i	i	i	i	i	-2.8	40.7	i
Cc1ccc(OCC(O)Cn2c(=N)n(Cc3ccccc3)c3ccccc32)cc1 (configuration not stated)	i	i	-0.9	-8.1*	i	i	i	i	0.1	0.1	i
O=C1OC(N2C(=O)CC[C@H]2C(=O)Nc2cccc(F)c2)c2ccccc21 (some centres not stated)	i	i	-0.2	i	i	i	i	i	2.0	-0.4	i
O=C(N/N=C/C=C\c1ccccc1[N+](=O)[O-])c1cccnc1	i	i	-0.3	i	i	i	i	i	6.1	-3.3	i

The order is random; 6.1% or so of the library scored in one or more.
